Screening data (PubChem)
Avidin fluor – avidin bead compound fluorescence profile | 220,000 tested, 0.38% active | AID 1775 | Avidin beads, compound fluorescence 488/530 nm, flow cytometry; active compounds read high | fluorescence (KMESF) at 10 µM; in the data active means fluorescence above about 47; further: inactives centre near 10
ABCG2 inh – blocks JC-1 efflux by human ABCG2 transporter | Q9UNQ0 | IgMXP3 cells, flow cytometry | inhibition, % at 6.6 µM | 190,000 tested, 0.1% active;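 active means inhibition above 80%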;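 further: 0% = DMSO and 100% = nicardipine control wells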
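test system = two drug-resistant human cell lines, ABCG2 and ABCB1 | amount = 3 million cells/mL final, two lines in 1:1 ratio | reagent = JC-1 transporter substrate | doses = one concentration, 6.6 µM final | incubation = 10 min at 25 °C | signal = flow cytometric JC-1 green MFI at 530 nm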
Bim-Bcl-2 – inhibitors of Bim-Bcl-2 interaction, human. 190,000 tested, 0.06% active. Bead-based flow cytometry, Bim peptide-Bcl-2 binding. P10415. inhibition, % at 10 µM; in the data active means inhibition above about 40%; inconclusive means no clear call, values can overlap the other calls;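 further: 0% = no compound wells with probe peptide and 100% = reference peptide inhibitor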
Target sequence (P10415 whole entry, looked up): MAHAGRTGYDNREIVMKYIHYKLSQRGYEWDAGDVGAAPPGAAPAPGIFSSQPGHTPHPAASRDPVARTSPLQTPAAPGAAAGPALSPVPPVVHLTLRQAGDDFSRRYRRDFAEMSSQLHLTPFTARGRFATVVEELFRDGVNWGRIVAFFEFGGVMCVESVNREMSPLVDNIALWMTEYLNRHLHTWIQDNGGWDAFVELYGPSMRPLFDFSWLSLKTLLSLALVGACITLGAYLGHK
Bim-Bcl-B – human Bim-Bcl-B interaction inhibition; Q9HD36; bead-based flow cytometry, Bim peptide-Bcl-B binding; inhibition, % at 10 µM; 190,000 tested, 0.073% active; AID 951;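 further: 0% = tracer peptide without compound and 100% = reference inhibitor peptide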
Target sequence (Q9HD36 whole entry, looked up): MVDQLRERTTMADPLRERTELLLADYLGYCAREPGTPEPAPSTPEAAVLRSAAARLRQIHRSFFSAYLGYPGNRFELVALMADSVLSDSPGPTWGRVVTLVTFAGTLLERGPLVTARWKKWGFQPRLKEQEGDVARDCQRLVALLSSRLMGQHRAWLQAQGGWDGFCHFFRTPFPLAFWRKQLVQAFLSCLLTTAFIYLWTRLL
Bim-Bcl-W – human Bim-Bcl-W interaction inhibition; bead-based flow cytometry, Bim peptide-Bcl-W binding; Q92843; 190,000 tested, 0.02% active; inhibition, % at 10 µM; AID 952;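 further: 0% = bound tracer without compound and 100% = peptide blocker; higher means less fluorescent Bim peptide bound to Bcl-W beads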
RGS4-Gao reg – human RGS4-Galphao interaction regulation. AID 1415. P09471. 220,000 tested, 0.33% active. Multiplexed bead flow cytometry, RGS4-Galphao binding; actives lie on both sides. binding response (% of control), % at 10 µM; in the data active means binding response below about 49% or above about 150%; inactive means in between;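 further: fluorescent Galphao activated with aluminum fluoride binding bead-coupled RGS4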
Target sequence (P09471 whole entry, looked up): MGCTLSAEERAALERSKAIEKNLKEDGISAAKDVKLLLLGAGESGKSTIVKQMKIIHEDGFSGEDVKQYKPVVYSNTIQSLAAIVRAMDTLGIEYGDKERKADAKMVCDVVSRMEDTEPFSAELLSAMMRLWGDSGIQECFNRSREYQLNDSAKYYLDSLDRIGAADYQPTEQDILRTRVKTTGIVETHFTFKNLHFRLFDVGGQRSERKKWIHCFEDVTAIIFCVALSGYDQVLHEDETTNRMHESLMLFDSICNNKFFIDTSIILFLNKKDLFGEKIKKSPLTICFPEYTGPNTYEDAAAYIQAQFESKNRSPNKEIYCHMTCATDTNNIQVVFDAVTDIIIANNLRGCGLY
RGS7-Gao – modulates binding of RGS7 to human Galphao; P09471; Multiplexed bead flow cytometry; actives lie on both sides; binding response (% of control), % at 10 µM; 220,000 tested, 0.35% active; AID 1439; in the data active means binding response below about 49% or above about 150%; inconclusive means no clear call, values can overlap the other calls; inactive means in between;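 further: fluorescent Galphao held in activated GDP-AlF4 state binding bead-coupled RGS7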
Bcl-XL Bim block – inhibitors of Bim-Bcl-XL interaction, human; Q07817; Bim peptide-Bcl-XL binding, bead flow cytometry, fluorescence; inhibition, % at 10 µM; 190,000 tested, 0.04% active
Target sequence (Q07817 whole entry, looked up): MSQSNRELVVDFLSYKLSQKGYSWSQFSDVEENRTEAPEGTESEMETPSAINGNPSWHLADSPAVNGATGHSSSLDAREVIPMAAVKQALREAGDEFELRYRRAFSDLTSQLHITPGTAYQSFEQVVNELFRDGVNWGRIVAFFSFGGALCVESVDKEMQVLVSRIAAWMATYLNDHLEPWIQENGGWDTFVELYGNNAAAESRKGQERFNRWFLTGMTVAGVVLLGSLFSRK
Bfl-1 Bim block – human Bim-Bfl-1 interaction inhibition; Q16548; Bead-based flow cytometry, Bim-Bfl-1 binding inhibition; inhibition, % at 10 µM; 190,000 tested, 0.12% active; AID 1008;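 further: 0% = wells without compound plus tracer and 100% = blocker peptide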
ABCB1 inh – blocks JC-1 efflux by human ABCB1 transporter; 190,000 tested, 0.067% active; CCRF-Adr cells, flow cytometry; inhibition, % at 6.6 µM; P08183; in the data active means inhibition above about 40%;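 further: 0% = vehicle and 100% = reference inhibitor; higher value means more JC-1 retained so stronger ABCB1 efflux block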
GSH fluor – GSH bead compound fluorescence profile; GSH beads flow cytometry, compound fluorescence 488/530 nm; active compounds read high; fluorescence (KMESF) at 10 µM; 190,000 tested, 0.25% active; in the data active means fluorescence above about 89;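 further: glutathione beads carrying GST-tagged Bcl family fusion proteins plus one bare bead set; values are compound well signal with DMSO vehicle wells as background; inactives centre near 16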
* = called active by the depositor; ? = inconclusive; . = not tested or not shown; [ ] = dose if it differs, or a comment. Unless noted, no stated cut-off is given here; in the data, active means inhibition above about 40%. Not a hit list, and some 1.3% of all compounds hit somewhere here.

SMILES	Avidin fluor	ABCG2 inh	Bim-Bcl-2	Bim-Bcl-B	Bim-Bcl-W	RGS4-Gao reg	RGS7-Gao	Bcl-XL Bim block	Bfl-1 Bim block	ABCB1 inh	GSH fluor
C/C(N)=C(/C#N)C(=O)CSc1nc2ccccc2c(=O)n1CCCO	9	1.4	-6.0	-9.0	-5.0	97.7	98.1	-6.0	-12.0	0.1	14
CC(c1ccccc1F)n1cc(C(=O)NCc2ccncc2)nn1 (stereo not given)	33	2.4	-9.0	-3.0	0.0	100.8	102.4	-7.0	-16.0	-0.3	20
Cn1c(=O)[nH]c(=O)c2c1nc(Br)n2CCC(=O)c1ccccc1	9	1.8	2.0	-2.0	0.0	100.5	97.6	0.0	1.0	0.0	9
O=C(Nc1cc(Cl)ccc1Cl)C1CC(=O)N(c2ccc(Br)cc2)C1 (stereo not given)	9	-3.7	10.0	8.0	7.0	98.8	96.2	4.0	7.0	-1.7	29
COc1cccc(-n2nnc3c(=O)n(Cc4c(F)cccc4Cl)cnc32)c1	6	0.3	8.0	-10.0	-6.0	105.1	98.8	-9.0	-3.0	0.0	17
CC(NC(=O)c1cccc2ccccc12)c1ccc2c(c1)CCCC2 (stereo not given)	5	13.5	13.0	6.0	8.0	99.8	93.6	14.0	16.0	0.1	8
Cn1c(SCC(=O)NCCc2ccc(S(N)(=O)=O)cc2)nc2ccccc2c1=O	12	9.7	-6.0	-8.0	-5.0	101.4	?	-6.0	-8.0	1.5	16
COc1ccc(C(=O)NCc2ccc3c(c2)OCO3)cc1	14	0.2	0.0	1.0	1.0	103.8	101.3	0.0	-2.0	-0.1	11
O=C1N(c2cccc(Cl)c2)C(c2ccc(Cl)cc2)N2CCCN12 (stereo not given)	7	11.8	-10.0	-6.0	-5.0	101.9	104.9	-8.0	-19.0	1.3	18
COc1ccccc1S(=O)(=O)Cc1ccc(C(=O)NCc2cccnc2)o1	7	1.2	-10.0	-10.0	-1.0	99.8	94.5	-5.0	-10.0	0.3	26
CCN(C(=O)CN1CCc2ccccc21)c1c(N)n(Cc2ccccc2)c(=O)[nH]c1=O	20	0.8	-2.0	-2.0	0.0	105.8	100.7	0.0	-1.0	0.0	9
C=CCNC(=S)N/N=C/c1ccc(-c2ccc(Br)cc2)o1	13	-4.3	1.0	-7.0	0.0	103.2	104.0	-2.0	2.0	-0.2	5
c1ccc(Nc2ccc(-n3ccnc3)nn2)cc1	20	1.9	-3.0	-2.0	-2.0	95.0	92.2	-3.0	-7.0	0.0	10
CC1=C(C(=O)OCc2ccc3c(c2)OCO3)C(c2ccc(Cl)cc2)NC(=O)N1 (stereo not given)	13	9.2	0.0	-4.0	-4.0	101.7	99.5	-4.0	4.0	2.0	14
CC(=O)OCCCCCCCCCCC[N+]1(C)CCCCC1	11	0.3	4.0	-2.0	7.0	103.8	103.1	3.0	0.0	0.1	23
c1ccc(OCc2nn3c(-c4ccco4)nnc3s2)cc1	9	0.5	4.0	-3.0	-2.0	97.2	95.2	-6.0	5.0	0.0	5
COc1ccc(C(c2nnnn2C2CCCC2)N2CCc3ccccc3C2)cc1OC (stereo not given)	24	1.4	0.0	0.0	-1.0	102.7	112.0	-2.0	0.0	1.9	6
COC(=O)Nc1nc2c(C)cccc2s1	12	14.6	-13.0	-8.0	-3.0	104.6	102.5	-9.0	-17.0	0.5	31
Cc1nn(C)c(C(=O)N2CCOCC2)c1Cl	5	6.7	-3.0	-10.0	-5.0	101.6	100.0	-8.0	-3.0	1.0	13
CCOc1cc(C(=O)Nc2ccc3c(c2)OCO3)ccc1OC(F)F	13	2.1	-5.0	-1.0	0.0	92.2	94.0	-4.0	-2.0	0.3	6
Cc1c(C(=O)N(C)C)sc(NC(=O)c2cc([N+](=O)[O-])cc([N+](=O)[O-])c2)c1C#N	13	0.0	-10.0	-4.0	0.0	97.5	100.3	-5.0	-14.0	-0.6	31
Cn1nnnc1SCC(=O)N1CCN(C(c2ccccc2)c2ccccc2)CC1	37	2.5	-6.0	-6.0	-2.0	97.9	97.1	-4.0	-2.0	1.2	25
Cn1c(=O)n(C)c2cc(/C=N/NC(=S)NCc3ccccc3)ccc21	5	-1.3	1.0	0.0	-1.0	102.2	100.9	0.0	0.0	0.1	7
C=CCNC(=O)c1ccccc1NS(=O)(=O)c1ccccc1	10	1.2	1.0	3.0	2.0	100.2	98.0	2.0	2.0	0.7	20
Cc1ccc2c(c1)NC(=O)C(CC(=O)NCc1cccnc1)O2 (stereo not given)	3	1.9	4.0	1.0	6.0	154.1*[activator]	144.6	5.0	4.0	1.1	21
Cc1ccccc1OCc1nnc2c3cnn(C)c3ncn12	15	1.1	-16.0	-8.0	-2.0	100.6	99.4	-3.0	-10.0	-2.5	27
COc1ccccc1N1CCN(Cc2nnnn2CCc2ccccc2)CC1	9	2.4	-11.0	-6.0	0.0	104.6	98.4	0.0	-9.0	0.7	35
CC1(C)C(c2cccs2)=[N+]([O-])C2(CCCCC/C2=N\O)N1O (stereo not given)	14	-1.9	-10.0	-9.0	-1.0	98.8	99.9	-7.0	-18.0	0.0	30
Cc1sc(N)nc1-c1cccs1	5	5.2	6.0	-1.0	-1.0	94.5	97.2	0.0	2.0	0.6	16
CCOC(=O)N1CCN(S(=O)(=O)c2ccc3c(c2)OCC(=O)N3)CC1	5	1.7	0.0	0.0	0.0	103.8	103.8	0.0	0.0	0.5	41
Nc1ccc(C(O)(C(F)(F)F)C(F)(F)F)cc1	8	0.1	-5.0	-7.0	-3.0	96.3	91.4	-4.0	-15.0	0.0	11
Cn1c(N)c(C(=O)c2cc(-c3ccncc3)nc3ccccc23)c(=O)n(C)c1=O	10	-5.4	0.0	1.0	-1.0	103.8	103.8	-3.0	0.0	-1.9	15
CCOc1cc2nc(-c3ccc(OC)c(OC)c3)nc(N3CC(C)OC(C)C3)c2cc1OC (stereo not given)	39	9.5	0.0	-2.0	0.0	97.2	100.2	-1.0	0.0	6.9	14
CCOC(=O)CCC(=O)Nc1ccc(S(=O)(=O)N2CCCC2)cc1	11	0.6	0.0	-1.0	0.0	101.1	101.2	0.0	1.0	-0.1	17
Cc1oc(C)c2c(=O)ccc3c(c12)OC(N)=C(C#N)C3c1ccccc1Cl (stereo not given)	23	0.6	?	.	.	101.6	97.1	.	.	1.2	138*
O=C(C(=O)N1CCCc2ccccc21)c1cn(CC(=O)N2CCOCC2)c2ccccc12	11	-0.8	-1.0	0.0	1.0	101.0	100.5	0.0	-5.0	-0.1	8
CCOc1ccc(OCC)c(S(=O)(=O)NCCCN2CCOCC2)c1	26	-0.5	-22.0	1.0	-1.0	101.7	102.7	-3.0	0.0	0.1	19
Cc1cccc(NC(=O)Cn2c(=O)n(Cc3ccccc3)c(=O)c3c(C)c(C)sc32)c1	2	-1.4	-3.0	-4.0	-3.0	79.5	97.8	-6.0	0.0	0.1	5
Cc1c(C(=O)O)cnc2c([N+](=O)[O-])cnn12	9	0.9	-1.0	0.0	2.0	99.6	100.7	-1.0	-5.0	0.3	13
O=C(Nc1ccc2c(c1)OCCO2)C1CCN(S(=O)(=O)c2cccc3nsnc23)CC1	13	1.8	-1.0	-7.0	-2.0	105.7	110.7	0.0	0.0	0.4	32

Part of the list above, showing only Bfl-1 Bim block and RGS4-Gao reg:
| canonical_smiles | Bfl-1 Bim block | RGS4-Gao reg |
| --- | --- | --- |
| O=C(Nc1ccc2c(c1)OCCO2)C1CCN(S(=O)(=O)c2cccc3nsnc23)CC1 | 0.0 | 105.7 |
| Cn1c(=O)n(C)c2cc(/C=N/NC(=S)NCc3ccccc3)ccc21 | 0.0 | 102.2 |

The results go on.
SMILES	Avidin fluor	ABCG2 inh	Bim-Bcl-2	Bim-Bcl-B	Bim-Bcl-W	RGS4-Gao reg	RGS7-Gao	Bcl-XL Bim block	Bfl-1 Bim block	ABCB1 inh	GSH fluor
CCc1ccc(NC(=O)c2c(Cl)nc(C)c(Cl)c2C)cc1	10	4.5	-1.0	-3.0	-2.0	102.1	97.6	-2.0	-11.0	0.4	13
O=C(COc1ccc(S(=O)(=O)NC2CCCC2)cc1)NCC1CCCO1 (stereo not given)	12	3.5	-6.0	-4.0	-1.0	98.8	96.4	-1.0	-5.0	0.4	26
COc1cc(-n2c(=O)c3ccccc3n(CC(=O)c3ccc(Br)cc3)c2=O)cc(OC)c1OC	9	6.3	-3.0	-2.0	-5.0	100.4	92.6	-4.0	-2.0	0.8	25
O=C(O)CSc1nc2ccccc2c(=O)[nH]1	7	1.4	-5.0	-3.0	6.0	99.0	97.2	-5.0	-11.0	0.3	6
Cc1ccc(S(=O)(=O)Oc2ccc(C)cc2/C=N/N=C2\NC(=O)C(C)S2)cc1 (stereo not given)	33	12.9	-2.0	-1.0	-8.0	98.7	100.2	-7.0	-3.0	0.9	10
CCc1nnc(NS(=O)(=O)c2ccc(NC(=O)c3cc(Cl)ccc3Cl)cc2)s1	4	-0.1	15.0	4.0	5.0	97.3	89.7	5.0	9.0	0.1	9
CCOC(=O)c1ccc(NC(=O)CCNC(=O)c2ccc([N+](=O)[O-])cc2)cc1	11	29.8	-12.0	-7.0	-5.0	101.8	98.9	-6.0	-14.0	0.9	11
COc1cc(OC)c(OC)cc1CNc1cc(C)ccc1OC	10	2.9	-14.0	-11.0	1.0	101.7	99.3	-4.0	-12.0	0.4	31
Cc1cccc(C(=O)N2CCC(=O)N(C(COCc3cccc(Cl)c3)Cc3ccccc3)CC2)c1 (stereo not given)	9	5.5	0.0	-6.0	-3.0	101.8	103.1	-4.0	-2.0	4.8	17
CCOc1cc2[nH]c(=O)n(Cc3cccc(OC)c3)c(=O)c2cc1OCC	39	4.6	0.0	1.0	-1.0	102.3	103.5	0.0	0.0	1.0	23
CCOC(=O)c1ccc(N/C=C/C(=O)c2ccco2)cc1	9	8.7	-8.0	-6.0	2.0	100.4	101.4	0.0	-10.0	0.3	24
Cc1nc(SCC(=O)Nc2ccc3c(c2)OCCO3)nc(C)c1C	11	0.8	0.0	-31.0	-4.0	99.5	99.3	-7.0	3.0	-0.1	12
O=C(COC(=O)C1CCC1)Nc1ccc(OC(F)F)cc1	14	-1.3	-9.0	-8.0	-2.0	105.6	104.3	-2.0	-10.0	-3.0	22
COc1cc(/C=C/C(=O)O)cc(S(=O)(=O)N2CCc3ccccc3C2)c1OC	21	-0.6	-3.0	-1.0	0.0	99.2	98.5	-4.0	-6.0	0.1	12
CCOC(=O)N1CCC(=NNc2ncc(C(F)(F)F)cc2Cl)CC1	24	2.6	2.0	-3.0	1.0	102.1	105.9	-5.0	0.0	0.8	25
O=C(Nc1ncc2c(n1)-c1ccccc1CC2)c1cccs1	10	9.3	-5.0	0.0	0.0	100.8	?	1.0	-3.0	1.6	11
COc1ccc(CCNC(=O)c2cc(-c3ccc(Cl)c(Cl)c3)oc2C)cc1	13	27.9	-3.0	-8.0	-4.0	98.0	101.3	-10.0	-10.0	0.3	11
O=C(C1CCCCC1)N1CCC(n2nnc3ccccc32)CC1	31	21.3	-11.0	-6.0	-2.0	103.0	100.9	-8.0	-21.0	1.8	24
